Bioassay records: PubChem, several laboratories
HTR5A inv ctr – counter-screen for OPRM1-OPRD1 inverse agonists: human HTR5A inverse agonism | 340,000 tested, 0.083% active | inhibition, % at 9.3 µM | AID 504634 | P47898 | HTR5A cell line, luminescence; in the data active = inhibition mostly above about 23%, no sharp cut-off; inactive = mostly below about 18%;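 note: 0% = cells with DMSO and 100% = no-cell wells with DMSO; some compounds called inactive have numbers as strong as hits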
Target sequence (P47898 whole entry, looked up): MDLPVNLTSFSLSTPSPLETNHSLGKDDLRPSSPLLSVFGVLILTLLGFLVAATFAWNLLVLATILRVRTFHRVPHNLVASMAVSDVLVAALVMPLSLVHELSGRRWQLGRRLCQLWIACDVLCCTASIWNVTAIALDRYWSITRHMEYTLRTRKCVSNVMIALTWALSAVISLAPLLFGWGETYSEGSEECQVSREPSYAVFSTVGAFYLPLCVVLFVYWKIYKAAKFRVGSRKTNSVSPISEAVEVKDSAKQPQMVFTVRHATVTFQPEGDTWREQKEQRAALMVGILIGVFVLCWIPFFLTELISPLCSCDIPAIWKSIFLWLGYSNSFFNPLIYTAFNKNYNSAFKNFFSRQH
MOR-DOR inv ag – mu-delta opioid heterodimer inverse agonism. cell-based MOR-DOR heterodimer luminescence. inhibition, % at 9.3 µM. 340,000 tested, 0.21% active; in the data active = inhibition above about 22%, passing the limit was not always enough;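 note: 0% = cells with DMSO and 100% = wells without cells with DMSO; values of inactives mirror those of a sister screen read the other way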
DAGLB inhibitor – diacylglycerol lipase beta (human) inhibition; AID 504411; inhibition, % at 5.17 µM; Q8NCG7; HEK293T DAGLB membrane lysate, EnzChek fluorogenic substrate; 340,000 tested, 0.059% active; in the data active = inhibition above about 34%;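 note: 0% = enzyme with vehicle and 100% = wells lacking enzyme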
Target sequence (Q8NCG7 whole entry, looked up): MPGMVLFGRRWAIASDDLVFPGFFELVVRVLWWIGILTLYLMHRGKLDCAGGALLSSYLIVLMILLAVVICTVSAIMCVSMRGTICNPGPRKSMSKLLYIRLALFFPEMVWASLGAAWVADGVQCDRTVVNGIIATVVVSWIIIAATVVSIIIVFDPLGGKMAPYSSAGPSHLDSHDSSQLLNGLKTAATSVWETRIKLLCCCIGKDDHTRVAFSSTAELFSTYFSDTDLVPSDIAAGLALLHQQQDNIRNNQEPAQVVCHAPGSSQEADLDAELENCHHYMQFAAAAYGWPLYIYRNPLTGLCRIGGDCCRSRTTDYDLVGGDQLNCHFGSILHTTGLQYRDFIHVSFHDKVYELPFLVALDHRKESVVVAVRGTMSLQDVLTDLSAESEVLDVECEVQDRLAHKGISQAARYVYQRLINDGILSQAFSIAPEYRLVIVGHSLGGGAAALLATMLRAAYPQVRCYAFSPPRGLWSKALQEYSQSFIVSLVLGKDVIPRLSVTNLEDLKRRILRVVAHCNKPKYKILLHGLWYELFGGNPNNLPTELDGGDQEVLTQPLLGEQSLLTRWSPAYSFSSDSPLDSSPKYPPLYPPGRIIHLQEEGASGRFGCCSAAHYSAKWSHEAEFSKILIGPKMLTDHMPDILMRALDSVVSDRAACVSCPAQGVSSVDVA
PKA-R1A act – activators of PKA-R1A complex; activation, % at 11.4 µM; AID 504707; 340,000 tested, 0.083% active; PKA-R1A dissociation, Cy5-IP20 fluorescence polarization; scaled: DMSO 0%, 113 µM cGMP 100%;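 active = percent activation above the mean of all tested compounds plus 3 SD, cut at about 19% in these data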;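 note: higher means more PKAc released from R1A so a rise in polarization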
PKA-R2B activ – activators of human PKA-R2B complex; activation, % at 11.4 µM; P22694+P31323; AID 504700; PKA-R2B holoenzyme dissociation, Cy5-IP20 fluorescence polarization; R2B truncated from residue 108, S112A mutant; 0% DMSO only, 100% 113 µM cGMP; 340,000 tested, 0.079% active;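 active = activation above a cutoff set at the mean over all compounds plus 3 SD, cut at about 18% in these data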;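 note: higher means more holoenzyme dissociation and a rise in polarization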
OPRM1-OPRD1 ag – OPRM1-OPRD1 heterodimerization agonism; activation, % at 9.3 µM; 340,000 tested, 0.3% active; cells, luminescence; in the data active = activation above about 18%;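 note: 0% = vehicle-treated cells and 100% = reference agonist; values of inactives mirror those of a sister screen read the other way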
HTR5A ag – activates human HTR5A in OPRM1-OPRD1 agonist counter-screen; 340,000 tested, 0.61% active; HTR5A agonist assay, luminescence, cell-based; activation, % at 9.3 µM; P47898; AID 504692; in the data active = activation mostly above about 9.5%, no sharp cut-off; inactive = mostly below about 7.6%;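 note: 0% = cells with vehicle only and 100% = reference agonist; strong numbers were not always called active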
Arrestin-AP2 inh – inhibitors of human beta-arrestin and AP2 interaction. FITC-arrestin peptide / GST-AP2 beads, flow cytometry; AP2 beta2 appendage carries R879A mutation. inhibition, % at 10 µM. 340,000 tested, 0.31% active;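 active = inhibition above a set limit, near 3 SD of compounds lacking own fluorescence, cut at about 54% in these data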;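 note: plate controls were DMSO wells for no effect and 5 µM unlabelled arrestin peptide for full effect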
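Material – GST-tagged AP2 beta2-adaptin appendage (R879A) on 4 µm glutathione beads · Probe or stimulus – fluorescein-tagged arrestin peptide at 50 nM final · Timing – 12 min plus 1 h, RT · Detection – bead flow cytometry, FITC channel · Read-out basis – inhibition as reduced fluorescein signal on beads, percent · Medium – PBS plus Tween 20 (0.05%) and BSA (0.1%)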
Pemphigus Ab inh – human desmoglein-3 autoantibody binding inhibition. P32926. DSG3-coupled beads, scFv-anti-DSG3-GFP binding, flow cytometry; stronger effect = lower value. binding (percent of control), % at 10 µM. 310,000 tested, 0.48% active. AID 588358;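 active = binding more than 3 SD below its plate's average and above zero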;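 note: hits lower antibody fragment binding to DSG3; some compounds called inactive have numbers as strong as hits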
V-ATPase pHluor – alters yeast V-ATPase proton transport | S. cerevisiae, pHLuorin cytosolic pH fluorescence | response, % at 10 µM | 350,000 tested, 0.37% active | AID 504577; in the data active = response mostly above about 7.3%, no sharp cut-off; inactive = mostly below about 5.4%; note: actives read high; inactives centre near 0; some compounds called inactive have numbers as strong as hits; reference of the scale not given here
Starred values were filed as active, the others as inactive; / = no result given. Compounds as they come. About 2.4% of those tested had a hit in this group.

Values run as follows: HTR5A inv ctr, MOR-DOR inv ag, DAGLB inhibitor, PKA-R1A act, PKA-R2B activ, OPRM1-OPRD1 ag, HTR5A ag, Arrestin-AP2 inh, Pemphigus Ab inh, V-ATPase pHluor
- COC(=O)CC1C(=O)NCCN1C(=O)CSc1nnc(Nc2ccc(OC)cc2)s1 (stereo not drawn)
 : -14, 16, -2, -3, -2, -2.6, 5, -24, /, 3
- C[C@@H]1CN([C@@H](C)CO)C(=O)CCCn2nncc2CO[C@@H]1CN(C)C(=O)Nc1ccc(C(C)(C)C)cc1
 : /, /, -1, 2, -4, /, /, /, 103, 0
- C/C(=N\NC(=O)c1nn(C)cc1Cl)c1ccncc1
 : -2, 20, -1, 2, -3, -4.0, 0, 18, 84, 2
- COc1ccc(/C=C(/NC(=O)c2ccccc2Cl)C(=O)NCCCC(=O)O)cc1
 : 11, 6, -2, 3, -6, -1.2, -1, 47, 99, 1
- COC(=O)c1ccc(Oc2coc3cc(OCc4cnn(-c5ccccc5)c4)ccc3c2=O)cc1
 : -12, 20, 0, -8, 3, -3.8, 4, 3, /, 3
- COc1ccc2nc(C)cc(Nc3cccc(C(=O)O)c3)c2c1
 : 4, 16, -2, 4, -8, -3.4, -1, -5, 121, -1
- COc1ccc(-c2cc(C(=O)N3CCc4ccccc4C3)no2)cc1
 : -15, 6, -3, -5, -7, -1.1, 2, 6, 103, -3
- CCN(C1CCCCC1)S(=O)(=O)c1c(C)n(C)c(=O)n(C)c1=O
 : 10, 11, -1, 2, -2, -1.7, -3, -4, 99, 8
- Cc1ccc(C(=O)NC(=S)NCC2CCCO2)cc1[N+](=O)[O-] (stereo not drawn)
 : 27, 0, -4, 2, -2, -0.1, -1, 8, 117, -4
- O=S1(=O)CC=C(CSC(=S)NC2CCS(=O)(=O)C2)C1 (stereo not drawn)
 : -16, 10, 0, 7, 9, -1.9, 2, 8, 98, -4
- COC(=O)CN(c1ccc(OCc2ccccc2)cc1)S(C)(=O)=O
 : -22, 2, -3, -3, -9, -0.4, 4, -2, 109, -2
- CC(=O)N/C(=N\c1nc(C)cc(C)n1)Nc1ccc2ccccc2c1
 : -15, 7, -2, -16, 12, -1.3, -1, -5, 97, 3
- O=C(N1CCc2cc(S(=O)(=O)NC[C@H]3O[C@@H](n4ccc(=O)[nH]c4=O)[C@H](O)[C@@H]3O)ccc2C1)C(F)(F)F
 : -21, 11, 2, 3, -5, -2.3, 6, 32, 97, 4
- CCOC(=O)C(C)Sc1nnc(Cc2cc(=O)[nH]c(=O)[nH]2)n1-c1cccc(OC)c1 (stereo not drawn)
 : -15, 0, 1, 14, -5, -0.1, 5, 30, 107, -3
- O=C(COC(=O)c1ccccc1OCc1ccccc1Cl)NC1CC1
 : -12, 10, -2, -11, 2, -1.8, 3, 4, 108, 1
- O=C(Cc1cscn1)c1ccc(O)cc1O
 : 8, 19, -1, -1, -2, -4.6, -2, -1, 117, 2
- COc1ccccc1-n1cnc(N)c1C(=O)c1ccccc1
 : -2, 19, -1, -4, -1, -3.5, -2, 4, /, 1
- Cc1nc(-c2ccc([N+](=O)[O-])cc2)c(-c2ccccc2)o1
 : 2, -14, -2, -10, 10, 3.0, 0, 5, 101, 4
- COC(=O)[C@@H]1C(c2c(OC)cc(OC)cc2OC)=NO[C@H]1C(=O)OC
 : -13, 15, 0, 6, -8, -2.8, 5, -2, 97, -3
- Cc1nc2sc(C(c3cccc(F)c3)N3CCCCC3)c(O)n2n1 (stereo not drawn)
 : -21, 8, 1, -2, -5, -1.3, -3, -1, 97, -2
- CCSc1nnc(Cc2cc(=O)[nH]c(=O)[nH]2)n1-c1ccc(F)cc1
 : 0, -8, -1, -12, 4, 1.4, 0, 8, 97, -4
- Cc1cc2c(ncn2Cc2ccccc2)c([N+](=O)[O-])c1C
 : 12, 4, 2, 0, 0, -0.8, 2, -3, 110, -1
- Cc1cccc(C(=O)NNC(=O)CCC(=O)Nc2cccc(Cl)c2C)c1
 : -4, 2, 1, 4, 4, -0.4, 1, -1, 107, -2
- COc1ccccc1C(=O)Oc1ccccc1C(=O)Nc1ccccc1
 : 17, 14, -1, -1, -2, -2.6, -6, -11, 99, -2
- Cc1cc(C(=O)CSc2nnnn2-c2ccccc2)c(C)n1CC1CCCO1 (stereo not drawn)
 : -8, 11, 1, -5, -9, -2.0, 3, 1, 96, 0
- CCOC(=O)N1CCN(C(=O)CSc2nc(CC)nc3c2c(=O)n(C)c(=O)n3C)CC1
 : 9, 11, 1, 1, -3, -2.0, -3, -8, 98, -6
- CCCN1C(=O)/C(=C/c2ccc(N3CCCC3)c(C)c2)NC1=S
 : -16, -58, -132, 2, -2, 9.3, 3, -10, 229, 3
- COc1ccc(-c2nc3c4ccccc4[nH]c(=O)n3n2)cc1
 : -1, 6, -1, -8, 4, -1.2, 0, -5, /, -1
- COc1ccc(C(CC(=O)Nc2ccc(F)cc2)c2ccccc2)cc1 (stereo not drawn)
 : -9, -9, -5, -4, -4, 1.6, -3, -9, 107, 0
- Cc1cc(C)c(C#N)c(SCCN2CCCCC2)n1
 : 1, 14, -2, -12, 4, -3.1, 0, -8, 100, -4
- CN(C(=O)CSc1ncnc2ccccc12)C1CCCCC1
 : -19, 7, -2, 5, 7, -1.1, 6, 7, 96, 2
- Cc1ccc(N=Nc2c(O)n(CN3CCOCC3)c3ccccc23)cc1
 : -17, 25, -1, -15, -17, -4.6, -5, -7, 114, -5
- Cc1ccc(C)c(N2CCN(C(=O)CNS(=O)(=O)c3cccs3)CC2)c1
 : -24, 9, 2, 7, -6, -1.6, 9, 4, 99, -2
- C/C(=N\OCC(=O)Nc1ccc(OC(F)(F)F)cc1)c1ccc2c(c1)OCCO2
 : 0, -11, -11, -6, -20, 1.8, 0, 11, 102, -7
- O=C(O)CCN1C(=O)/C(=C2\C(=O)N(Cc3ccc(F)cc3)c3ccccc32)SC1=S
 : -39, -11, 0, 9, 2, 2.2, 1, 0, 100, 1
- COc1ccc(C(=S)Nc2ccc(C)cc2)cc1
 : 17, -3, -2, -7, -8, 0.7, -8, -4, 106, 2
- O=c1c(O)c(-c2cccs2)oc2ccc(Cl)cc12
 : -12, 14, -19, -30, -8, -2.6, 0, 3, 105, 3
- O=C(CN1C(=O)C2C3C=CC(C3)C2C1=O)Nc1nc(SCc2ccc(Cl)cc2)n[nH]1 (stereo not drawn)
 : 2, 4, 4, 4, -9, -0.8, 0, 2, /, -4
- COc1ccccc1-n1cn[nH]c1=S
 : 5, 17, -1, -3, -5, -3.4, -2, -4, 91, 1
- CCOc1ccccc1OCC(=O)Nc1nc2ccccc2[nH]1
 : 10, 4, -1, 2, 3, -0.7, -4, 32, 99, -2
- CC(=O)N1CCN(S(=O)(=O)c2cccc(C(=O)OCC(=O)NCc3ccccc3Cl)c2)CC1
 : /, /, 0, 8, 0, /, /, /, 100, -1
- CC(C)OC(=O)CSc1nnc(-c2ccncc2)n1N
 : -8, 14, 0, -4, -11, -2.4, -2, -1, 100, 0
- COc1ccc(Cl)cc1NC(=O)CN(C)C(=O)/C=C/c1ccco1
 : 5, 14, -2, -13, -6, -3.8, 4, -9, /, 2
- COc1ccccc1C(=O)NCCC(=O)NCc1ccncc1
 : -4, 10, 1, 0, 7, -2.6, 0, 3, 102, 0
- COc1ccc(C(O)CNc2ccc(C)cc2)cc1 (stereo not drawn)
 : -32, -1, -4, 7, -5, 0.2, 6, 12, 96, /
- C/C(=N\NC(=O)c1csc(C)c1C)c1ccc(Cl)s1
 : 25, 14, -7, 11, 1, -2.5, -2, 12, 101, 0
- O=C(O)CCC(=O)Nc1ccc(-c2nnc(-c3ccco3)o2)cc1
 : -5, 10, 1, 3, -11, -1.9, 2, 0, 108, 0
- CCOCc1nnc(NC(=O)C2c3ccccc3Oc3ccccc32)s1
 : -12, 1, -1, 4, -2, -0.3, -1, 12, 96, 1
- COc1cccc(-n2c(C)nnc2SCC(=O)Nc2ccccc2N2CCOCC2)c1
 : 2, 11, 2, -15, -7, -2.3, 4, 23, 97, -3
- C[C@@H]1CN([C@H](C)CO)S(=O)(=O)c2ccc(-c3cccc(C(=O)N(C)C)c3)cc2O[C@H]1CN(C)C(=O)Nc1ccc(F)cc1
 : /, /, -1, 4, 13, /, /, /, 98, -1

The list continues:
Values run as follows: HTR5A inv ctr, MOR-DOR inv ag, DAGLB inhibitor, PKA-R1A act, PKA-R2B activ, OPRM1-OPRD1 ag, HTR5A ag, Arrestin-AP2 inh, Pemphigus Ab inh, V-ATPase pHluor
- CC(C)CC(NC(N)=O)C(=O)NCCc1ccc(Cl)cc1 (stereo not drawn)
 : -20, 13, -1, 5, 8, -2.4, 2, 1, 97, -1
- CCCCNC(=O)c1cn(CC(C)C)c(=O)c2c1c1ccccc1n2C
 : 9, 12, -1, -4, 5, -2.6, -2, 3, 95, -2
- CCn1c(N)cc(=O)[nH]c1=S
 : 11, 12, 2, -7, 6, -2.4, -3, -8, /, -1
- Cc1ccccc1CN1CCN(CC(=O)NC(C)c2ccccc2)CC1 (stereo not drawn)
 : -23, 6, -3, 0, -3, -1.2, 6, -5, 116, 1
- Oc1c(Br)cc(Br)cc1C=NCc1ccccc1
 : -16, -6, 11, -8, -8, 1.1, 6, -7, 101, -9
- CCN1CCN(C(=O)CN(CC)S(=O)(=O)c2ccc(F)cc2)CC1
 : 3, 15, 2, -4, -5, -2.8, 4, -15, 98, -1
- COc1ccc(/C=N/NC(=O)C(=O)N2CCCCCC2)cc1O
 : 9, 8, 0, 9, 5, -1.4, -2, 14, /, -1
- COc1cc2c(C#N)c(N3CCN(c4ccccc4OC)CC3)nc(N)c2c(N)n1
 : -23, -23, -4, -7, 2, 4.1, 9, 4, 114, 0
- COc1ccc(CCNS(=O)(=O)c2cc3c4c(c2)CCN4C(=O)CC3)cc1OC
 : 0, 6, 4, 7, -10, -1.1, 7, -4, 91, 0
